Screens from PubChem BioAssay.
RAD54 inh: RAD54 (human) branch migration inhibition. Q92698. RAD54 Holliday junction branch migration, FAM/BHQ fluorescence. inhibition, % at 10.4 µM. 0.14% of 360,000 active;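 active = mean normalized replicate activity at least 40 and at least half of replicates scoring 40 or more; inconclusive = only one of the two criteria met; inactive = mean below 40 and under half of replicates reaching 40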;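 note: 0% = median of neutral control wells and 100% = median of positive control wells; inhibitors cause a drop in the FAM fluorescence signal; in these data hits start at about 50%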
PglD DTNB: PglD (C. jejuni) enzyme inhibition; purified PglD enzyme, DTNB colorimetric CoA detection; inhibition, % at 12.5 µM; 0.098% of 360,000 active; in the data active = inhibition above about 16%, passing the limit was not always enough; inconclusive = no clear call, values can overlap the other calls; note: strong numbers were not always called active
miR122 inh: miR-122 inhibition in Huh7 cells. Huh7 miR-122 Renilla luciferase sensor, 48 h; neutral wells = 0, positive control = 100. activation (reporter increase), % at 12.5 µM. 0.3% of 340,000 active;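 active = mean replicate activation score at least 90 and every replicate individually at or above 90; inconclusive = only one of the two criteria met; inactive = neither criterion met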;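 note: higher luciferase means less miR-122 activity so hits act as miR-122 inhibitors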
ERAP1 inh: inhibitors of human ERAP1 aminopeptidase | inhibition, % at 10.7 µM | 0.15% of 340,000 active | Q9NZ08 | AID 652197 | recombinant ERAP1, Leu-AMC fluorescence, 60 min;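 active = mean replicate inhibition of at least 30%, or all replicates individually reaching that 30% level; inactive = mean below 30% and not every replicate reaching it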;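 note: 0% = neutral control wells and 100% = L-leucinethiol positive control wells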
Target sequence (Q9NZ08 whole entry, looked up): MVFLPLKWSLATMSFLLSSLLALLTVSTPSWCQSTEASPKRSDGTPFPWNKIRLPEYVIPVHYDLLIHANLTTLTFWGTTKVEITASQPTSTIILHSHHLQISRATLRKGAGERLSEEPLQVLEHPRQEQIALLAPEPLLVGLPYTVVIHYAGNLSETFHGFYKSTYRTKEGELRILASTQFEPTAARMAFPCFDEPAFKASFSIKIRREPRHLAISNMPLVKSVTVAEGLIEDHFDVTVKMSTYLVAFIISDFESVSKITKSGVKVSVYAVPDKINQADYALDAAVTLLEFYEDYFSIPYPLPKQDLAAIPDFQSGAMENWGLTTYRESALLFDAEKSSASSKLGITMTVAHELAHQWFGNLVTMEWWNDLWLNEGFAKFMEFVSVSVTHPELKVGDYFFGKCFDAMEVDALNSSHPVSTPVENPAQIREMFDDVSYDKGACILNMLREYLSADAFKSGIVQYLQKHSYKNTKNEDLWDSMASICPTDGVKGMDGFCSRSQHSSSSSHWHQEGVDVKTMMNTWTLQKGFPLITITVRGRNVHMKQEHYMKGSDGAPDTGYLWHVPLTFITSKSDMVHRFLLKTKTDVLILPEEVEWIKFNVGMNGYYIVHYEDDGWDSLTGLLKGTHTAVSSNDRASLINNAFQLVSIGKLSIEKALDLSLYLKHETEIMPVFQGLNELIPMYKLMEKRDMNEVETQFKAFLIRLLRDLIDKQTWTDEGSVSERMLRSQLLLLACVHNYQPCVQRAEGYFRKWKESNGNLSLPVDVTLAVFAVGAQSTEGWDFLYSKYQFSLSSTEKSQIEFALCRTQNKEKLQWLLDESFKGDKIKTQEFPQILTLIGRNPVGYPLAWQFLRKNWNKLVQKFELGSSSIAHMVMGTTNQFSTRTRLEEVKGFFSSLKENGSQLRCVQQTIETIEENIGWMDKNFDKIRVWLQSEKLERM
RAD52 inh: inhibitors of human RAD52 DNA annealing; recombinant RAD52 DNA annealing, FRET fluorescence; P43351; inhibition, % at 18.7 µM; 0.46% of 360,000 active;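 active = every replicate showing at least 50% inhibition; inconclusive = mean inhibition at least 50% but not in every replicate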
E-sel inducer: E-selectin induction on HUVECs | P16581 | HUVEC E-selectin immunofluorescence imaging; normalized: neutral wells 0, TNF-alpha wells 100 | activation, % at 7.58 µM | 0.37% of 260,000 active | AID 686992;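 active = mean E-selectin-positive cell signal at least 10% of the positive control, reached in at least 60% of replicates, without over 20% cell loss; inconclusive = no rule given, readout overlaps actives, possibly toxicity-flagged; inactive = the rest, including those meeting only one limit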;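 note: in these data hits start at about 27%; measured in HUVEC primary endothelial cells; signal is the percent of cells scored E-selectin positive by PE staining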
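Test system: HUVEC; input: 3,000 HUVEC/well; measured by: immunofluorescence imaging; read-out: % PE-positive cells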
PGC1a acetyl inh: modulators of PGC1a acetylation | U2OS PGC1a acetylation, AlphaScreen anti-acetyl-lysine; with virally co-expressed GCN5 acetyltransferase | 0.17% of 350,000 active | inhibition, % at 15.6 µM | AID 651687;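 active = every replicate shows inhibition of at least 40%; inconclusive = mean inhibition at least 40% but some replicate below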;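 note: 0% = neutral control wells and 100% = positive control wells; some results beyond the cut were filed as inactive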
Cneo AK release: causes C. neoformans cell lysis; lysis activity, % at 15 µM; 0.2% of 360,000 active; adenylate kinase release luminescence, 4 h; normalised: neutral wells 0, clomiphene wells 100;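 active = mean lysis activity across replicates of at least 80%, whatever share of replicates individually reach that level; inactive = mean lysis activity below 80%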
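Material: C. neoformans cells; Schedule: 4 h static compound exposure, 37 °C, read 1 h post-reagent; Measured by: adenylate kinase release luminescence; Read-out: signal increase indicating cell lysis; Controls: Clomiphene as positive lysis control.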
The depositor's hits bear a star; ? = inconclusive; nt = not tested or not shown; [ ] = remark or other dose.

SMILES	RAD54 inh	PglD DTNB	miR122 inh	ERAP1 inh	RAD52 inh	E-sel inducer	PGC1a acetyl inh	Cneo AK release
COCc1cn(CC[C@H]2CC[C@@H](NC(=O)Nc3ccc(Cl)cc3)[C@@H](CO)O2)nn1	-3	3	nt	0	10	0.0	9	-2
COc1ccc(C(=O)NC(C)c2nnc(SCC(=O)NC3CCCCC3)n2C)cc1 (configuration not stated)	-4	5	nt	-2	-11	0.1	nt	3
Cc1ccc(CNC(=O)CS(=O)(=O)CC(=O)O)cc1	7	-2	-7	nt	nt	nt	-3	1
CC(C)NC(=O)N1CC(=O)N2[C@H](CO)[C@@H](c3ccc(/C=C/c4ccccc4)cc3)[C@H]2C1	nt	nt	nt	-1	1	0.3	-5	nt
Cc1ccnc(NC(=O)CS(=O)(=O)c2ccccc2)c1	-7	0	nt	-2	-7	nt	nt	-7
O=C(COC(=O)CNC(=O)C1CCCCC1)Nc1ccccc1	4	-1	-3	3	-16	0.7	19	-1
COc1ccc(-c2ccc3c(c2)[C@H]2[C@H](CCN2C(=O)CN2CCOCC2)[C@H](CO)N3)cc1	1	0	-3[16.7 µM]	2	-31	0.2	7	45
C/C=C/c1ccc2c(c1)O[C@@H](CN(C)C(=O)c1cccnc1)[C@@H](C)CN([C@@H](C)CO)S2(=O)=O	7	-1	0[16.7 µM]	-1	-4	-0.2	-11	-5
C[C@H](CO)N1C[C@H](C)[C@@H](CN(C)Cc2ccc(C(F)(F)F)cc2)Oc2ccc(NS(=O)(=O)c3cn(C)cn3)cc2CC1=O	-2	2	-5[16.7 µM]	-2	14	2.2	0	-1
CO[C@@H]1CN(C)C(=O)c2cc(NC(=O)C3CCC3)ccc2OC[C@@H](C)N(CC2CCCCC2)C[C@@H]1C	3	1	nt	0	8	2.5	4	0
Cn1c(=O)oc2cc(S(=O)(=O)Nc3ccc(F)cc3)ccc21	3	6	nt	1	-7	nt	nt	-1
CCN(CC(=O)Nc1ccc(NC(C)=O)cc1)C(=O)CSCC(=O)Nc1ccc(C)cc1	-12	6	-1	0	-2	-0.2	nt	1
COc1ccc(C(CNC(=O)c2ccc(S(=O)(=O)Nc3ccccc3F)cc2)N(C)C)cc1 (configuration not stated)	36	-2	-1	0	48	nt	3	-1
O=C(NC(=O)c1ccccc1)Nc1ccccc1	-3	3	-3	-6	-17	?	2	-2
CSc1nnc(C(C)(C)C)c(=O)n1/N=C/c1c(O)ccc2ccccc12	14	-1	-10	-3	-16	8.5	4	0
COc1cc(OC)c(N(C)S(=O)(=O)c2cccc(C(=O)NC(C)C3CC4CCC3C4)c2)cc1Cl (configuration not stated)	0	1	4	0	-19	1.6	8	0
O=C(CN1C(=O)CCS(=O)(=O)c2ccccc21)Nc1ccc(F)cc1	-6	5	nt	0	-9	nt	16	-13
COc1ccc(C)cc1N(C(=O)Cn1nnc(-c2ccc(C)o2)n1)C(C(=O)NC1CCCC1)c1ccncc1 (configuration not stated)	9	0	-1	5	-6	nt	nt	0
Cc1ccc(/C=N/NC(=O)c2nnn(-c3nonc3N)c2CSc2ccc(Cl)cc2)cc1	-2	-2	-11	2	-8	-0.2	nt	-1
COc1cc(Cl)ccc1OCc1cc(C(=O)NCC(C)(C)N2CCOCC2)no1	6	-8	-2	1	-9	nt	2	6
COc1ccccc1OC(=O)CCc1nc2ccccc2s1	-1	1	17	0	8	nt	10	-3
Nc1nc(CCOc2ccc(F)cc2)cs1	nt	nt	nt	3	-17	?	-2	nt
CCOc1ccc(/C(O)=C2/C(=O)C(=O)N(c3ccccn3)C2c2ccc(C)cc2)c(C)c1 (configuration not stated)	-9	0	-3	4	-14	nt	4	0
C#CCOCCOCCOCCNc1nc(N2CCN(C(=O)[C@H]([C@@H](C)CC)n3cc(CCCCN)nn3)CC2)nc(N2CCN(C(=O)[C@H](CCCCN)n3cc(CCC(=O)O)nn3)CC2)n1	-27	-2	-1	-7	0	0.0	6	-2
C=CCNc1nnc(SCC(=O)N2CCC(C(N)=O)CC2)s1	0	0	6	-2	-7	nt	nt	-3
CCCNC(=O)C[C@H]1CC[C@H]2[C@H](COc3ccc(NC(=O)Nc4c(C)noc4C)cc3C(=O)N2C)O1	-11	0	-22[16.7 µM]	1	10	-0.1	0	-4
CN(C(=O)c1cccc(NC(=O)Cc2ccc(NC(=O)C3CCN(C(=O)C4CC4)CC3)cc2)c1)C1CCCCC1	-5	5	nt	-2	-19	0.1	nt	2
CCCSC1=C(C#N)C(c2ccc(OC)cc2)C2=C(CC(C)(C)CC2=O)N1 (configuration not stated)	3	-3	-3	nt	nt	nt	-15	5
O=C(COC(=O)c1cccc(S(=O)(=O)N2CCCCC2)c1)NCc1cccc(Cl)c1	12	0	-6	1	-3	0.5	11	-1
CCOc1ccc(-n2cc(C(=O)Nc3cccc(C)n3)c3cc(OC)c(OC)cc3c2=O)cc1	0	-6	1	1	-6	nt	6	3
CCCCNS(=O)(=O)/C=C/c1ccccc1	3	2	75	nt	nt	nt	-7	-3
O=C(Nc1ccccc1Cl)C1CCCN1C(=O)OCc1ccccc1 (configuration not stated)	10	0	4	-1	0	nt	-15	0
CCc1nc(C)cn1S(=O)(=O)c1cc(Cl)c(OC)cc1Cl	-10	5	0	nt	nt	nt	1	-1
O=C(NCC1CCCO1)C1c2ccccc2C(=O)N1C1CCCCCC1 (configuration not stated)	9	0	0	-6	-14	nt	5	0
Cc1nnc(SCC(=O)N(C)c2ccccc2)n1-n1cccc1	-1	4	nt	-8	-14	nt	nt	-1
NS(=O)(=O)c1ccc(N/N=C/c2cn(-c3ccccc3)nc2-c2ccccc2)c([N+](=O)[O-])c1	-2	3	0	1	-6	6.0	-14	-1
CCN1CCN(c2nc3sc4c(c3c(=O)n2-c2ccc(OC)cc2)CCCCC4)CC1	10	4	-3	nt	nt	nt	-7	3
COc1cccc2c1OCC1COc3c(c(=O)n(C)c(=O)n3C)C21 (configuration not stated)	7	-1	-4	nt	nt	nt	11	8
C[C@@H]1CN([C@H](C)CO)C(=O)c2cc(NC(=O)C3CC3)ccc2O[C@H]1CN(C)Cc1ccc(-c2ccccc2)cc1	5	0	-14[16.7 µM]	1	13	0.2	2	12
C[C@@H](NC(=O)C[C@H]1CC[C@@H]2[C@H](COC[C@H](O)CN2Cc2cc(F)ccc2F)O1)c1ccccc1	5	-2	-3[16.7 µM]	2	4	0.0	-5	3

Filtered by structure: the compounds so far with an aryl thioether with sulfur outside any ring (5)
SMILES	RAD54 inh	PglD DTNB	miR122 inh	ERAP1 inh	RAD52 inh	E-sel inducer	PGC1a acetyl inh	Cneo AK release
COc1ccc(C(=O)NC(C)c2nnc(SCC(=O)NC3CCCCC3)n2C)cc1 (configuration not stated)	-4	5	nt	-2	-11	0.1	nt	3
CSc1nnc(C(C)(C)C)c(=O)n1/N=C/c1c(O)ccc2ccccc12	14	-1	-10	-3	-16	8.5	4	0
Cc1ccc(/C=N/NC(=O)c2nnn(-c3nonc3N)c2CSc2ccc(Cl)cc2)cc1	-2	-2	-11	2	-8	-0.2	nt	-1
C=CCNc1nnc(SCC(=O)N2CCC(C(N)=O)CC2)s1	0	0	6	-2	-7	nt	nt	-3
Cc1nnc(SCC(=O)N(C)c2ccccc2)n1-n1cccc1	-1	4	nt	-8	-14	nt	nt	-1

Later entries
SMILES	RAD54 inh	PglD DTNB	miR122 inh	ERAP1 inh	RAD52 inh	E-sel inducer	PGC1a acetyl inh	Cneo AK release
CC(C)NC(=O)N(C)C[C@@H]1Oc2ccc(NC(=O)Nc3ccccc3)cc2C(=O)N([C@@H](C)CO)C[C@H]1C	5	-1	-2[16.7 µM]	1	-7	0.9	7	2
CCCc1nc(SCC(=O)Nc2ccc(N3CCOCC3)cc2)c2ccccc2n1	1	1	2	nt	nt	nt	14	1
CCN(CC)S(=O)(=O)c1cccc(NC(=O)c2cc3ccccc3o2)c1	-3	-6	6	nt	nt	nt	-14	-3
COc1ccc(-c2nc(CS(=O)CC(=O)NCc3ccc(Cl)cc3)c(C)o2)cc1OC (configuration not stated)	-4	-4	-1	-1	-25	nt	nt	-3
NC(N)=NCCCS(=O)(=O)Nc1ccc(Nc2c3ccccc3nc3cc([N+](=O)[O-])ccc23)cc1	nt	nt	-5	14	5	nt	-2	nt
COc1ccc(C(=O)Oc2c(C)occc2=O)cc1OC	0	nt	6	nt	nt	nt	15	3
CCOC(=O)CCNC(C)C1COc2ccccc2O1 (configuration not stated)	-1	-1	-1	nt	nt	nt	9	2
Cc1noc(C)c1S(=O)(=O)Nc1ccc2c(c1)C(=O)N([C@@H](C)CO)C[C@@H](C)[C@H](CN(C)C(=O)NC1CCCCC1)OCCCC[C@@H](C)O2	4	-1	-1[16.7 µM]	1	-39	-0.2	nt	-1
CN(C(=O)CC1C(=O)NCCN1CC(c1ccccc1)c1ccccc1)C(C1CC1)C1CC1 (configuration not stated)	-18	0	-1	-2	-26	4.4	-5	-1
C[C@@H]1CCCCO[C@H](CN(C)C)[C@H](C)CN([C@@H](C)CO)C(=O)c2cc(NS(=O)(=O)c3cn(C)cn3)ccc2O1	6	3	5[16.7 µM]	6	-15	-0.1	-12	-1
COc1cc2c(c(OC)c1OC)-c1ccc(SC)c(=O)cc1C(NC(=O)C(F)(F)F)CC2 (configuration not stated)	nt	nt	15	5	-8	0.6	6	nt
CC1(C)CC(=O)C=C(c2ccc(-c3cnn(Cc4ccccc4)c3)cc2)C1=O	4	-1	5	-3	-45	1.8	-12	2
CC(=O)Nc1ccc(C(=O)NCC(=O)OCc2ccccc2F)cc1	-15	-5	-1	0	-8	1.5	8	3
Cc1ccc(CN(Cc2ccccn2)C(=O)Nc2ccc(C)c(C)c2)cc1	3	0	nt	0	-17	0.3	-4	-1
C[C@@H]1CN([C@H](C)CO)C(=O)c2c(c3ccccc3n2C)-c2ccccc2CO[C@H]1CN(C)C	0	-2	nt	-2	-1	0.0	4	-3
CC(C)NC(=O)Nc1cccc2c1O[C@H](CN(C)CC1CC1)[C@@H](C)CN([C@@H](C)CO)C2=O	-1	0	10[16.7 µM]	0	2	-2.7	-7	-5
Cc1ccc(S(=O)(=O)N2CCC(C(=O)NCCCN3CCOCC3)CC2)cc1	-4	-4	-4	-2	0	nt	-13	2
CO[C@H]1CN(C)C(=O)c2ccc(NS(=O)(=O)c3ccccc3)cc2OC[C@H](C)N(C(=O)NC(C)C)C[C@H]1C	-3	2	2[16.7 µM]	0	-3	2.0	-1	2
C[C@@H]1CN([C@H](C)CO)C(=O)c2cc(NS(=O)(=O)c3cccs3)ccc2O[C@@H](C)CCCCO[C@@H]1CN(C)C(=O)CCC(F)(F)F	4	7	-5[16.7 µM]	nt	nt	0.7	8	1
CCc1cc2c(N3CCN(c4ccccc4)CC3)ncnc2s1	-6	-3	-7	nt	nt	nt	-2	-40
C/C=C/c1ccc2c(c1)O[C@@H](CN(C)Cc1ccc(C(=O)O)cc1)[C@@H](C)CN([C@@H](C)CO)S2(=O)=O	-3	3	-5[16.7 µM]	2	2	0.1	8	-1
CC(=O)C1=C(O)C(=O)N(c2ccc(C)cc2)C1c1ccccn1 (configuration not stated)	7	-4	-15	nt	nt	nt	-2	0
CCOC(=O)c1c(CN2CCN(Cc3ccccc3)CC2)n(C)c2cc(Br)c(OC)cc12	-4	0	-1	nt	nt	nt	-17	1
Cc1ccc(NC(=O)C2CCCN(S(=O)(=O)c3cccs3)C2)cc1 (configuration not stated)	-2	1	1	nt	nt	nt	4	6
